Pf growth 96h: Primary qHTS for delayed death inhibitors of the malarial parasite plastid, 96 hour incubation. actives 6.9% (n = 320,000). Potency, µM (doses to about 28.7 µM), inactives show top-dose activity change, negative = inhibition, most hits filed as inhibitors. P. falciparum luciferase reporter growth, 96 h. AID 504834, 2011; also: potency is read from the fitted curve at half-maximal effect; % is scaled to controls: 0 for no effect and ±100 for the full control effect
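Two-generation exposure (96 h) targets delayed-death phenotype. Reporter parasites carrying integrated firefly luciferase, in red cells at 2% hematocrit and 0.05% parasitemia final, kept at 37 C, 5% CO2; luminescence loss indicates inhibition.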
LmPK inh: qHTS Assay for Inhibitors of Leishmania Mexicana Pyruvate Kinase (LmPK). Q27686. purified LmPK, Kinase-Glo ATP luminescence, 1 h. Potency, µM (top dose mostly 57.5 µM), inactives show at the highest dose activity change, negative = inhibition, actives largely listed as inhibitors. actives 0.37% (n = 290,000); also: potency is read from the fitted curve at half-maximal effect; % is scaled to controls: 0 for no effect and ±100 for the full control effect
Target sequence (Q27686 whole entry, looked up): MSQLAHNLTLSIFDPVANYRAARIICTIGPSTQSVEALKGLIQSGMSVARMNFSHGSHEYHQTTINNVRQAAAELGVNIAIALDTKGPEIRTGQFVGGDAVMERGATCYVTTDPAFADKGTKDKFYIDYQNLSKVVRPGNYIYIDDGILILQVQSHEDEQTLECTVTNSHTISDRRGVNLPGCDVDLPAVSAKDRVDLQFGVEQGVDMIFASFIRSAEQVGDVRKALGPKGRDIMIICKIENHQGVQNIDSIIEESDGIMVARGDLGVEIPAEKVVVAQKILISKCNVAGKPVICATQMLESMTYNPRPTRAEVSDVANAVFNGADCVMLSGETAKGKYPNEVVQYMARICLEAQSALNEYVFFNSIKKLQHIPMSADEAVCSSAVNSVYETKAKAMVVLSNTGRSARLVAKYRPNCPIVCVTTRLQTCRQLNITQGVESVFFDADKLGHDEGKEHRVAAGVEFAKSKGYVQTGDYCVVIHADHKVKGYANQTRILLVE
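Purified LmPK (0.1 nM) with 0.5 mM PEP and 0.1 mM ADP in imidazole buffer pH 7.2 with MgCl2/KCl, 1 h at room temperature. ATP formed was read by luciferase luminescence and normalized to no-enzyme and uninhibited controls.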
CHX counter: Cycloheximide Counterscreen for Small Molecule Inhibitors of Shiga Toxin. actives 12% (n = 300,000). cell reporter, cycloheximide protein synthesis inhibition counterscreen. max response, %; in the data active = max response mostly above about 13%, no sharp cut-off; inactive = mostly below about 14%; also: read at 38.3 µM for the half of the compounds with a filed dose; 0% is about no effect
Shiga toxin inh: A qHTS for Small Molecule Inhibitors of Shiga Toxin | Vero cells, Shiga toxin protein synthesis inhibition reporter | inhibition, % at 38.7 µM | actives 9.2% (n = 290,000) | AID 2315, 2010; in the data active = inhibition mostly above about 28%, no sharp cut-off; inactive = mostly below about 43%; also: 0% is about no effect
TbPYK inhibitor: qHTS of Trypanosoma Brucei Inhibitors. pyruvate kinase (Trypanosoma brucei), Q57TT1. TbPYK enzyme, Kinase-Glo Plus ATP luminescence, 45 min. actives 0.12% (n = 410,000). Potency, µM (highest dose often 76.8 µM), for inactives: top-dose activity, negative = inhibition, usual class: inhibitors; also: potency is read from the fitted curve at half-maximal effect; % is scaled to controls: 0 for no effect and ±100 for the full control effect; nearly all actives have a fitted effect of over 50% in size
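Glycolytic pyruvate kinase of T. brucei was incubated with substrate, test compound and 130 uM ADP for 45 minutes at room temperature. Luminescent Kinase-Glo Plus signal was measured after 10 minutes.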
Pf growth 48h: Primary qHTS for delayed death inhibitors of the malarial parasite plastid, 48 hour incubation; P. falciparum luciferase growth in erythrocytes, 48 h; Potency, µM (highest dose often 28.7 µM), without a hit: at the highest dose activity change, negative = inhibition, actives largely listed as inhibitors; actives 5.9% (n = 310,000); also: potency is read from the fitted curve at half-maximal effect; % is scaled to controls: 0 for no effect and ±100 for the full control effect
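First compound was added to culture medium, then infected red cells at 0.1% parasitemia and 2% hematocrit (final). After incubation at 37 C under 5% CO2, luciferase detection reagent was dispensed and light output recorded.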
AMA1 RON2 block: qHTS for Inhibitors of AMA1-RON; Towards Development of Antimalarial Drug Lead: Primary Screen. actives 0.2% (n = 360,000). Plasmodium falciparum AMA1 (3D7) - RON2 peptide interaction. Potency, µM (doses to about 58.2 µM), for the others: at the top dose activity change, negative = inhibition, most hits filed as inhibitors. AlphaScreen AMA1-biotinylated RON2 peptide binding. AID 720542, 2013;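 also: potency is read from the fitted curve at half-maximal effect; 0% = vehicle wells and -100% = peptide control; nearly all actives have a fitted effect of over 45% in size; some results filed as inactive show a strong effect at the top dose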
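AMA1 (3D7) with his tag at 25 nM final met compounds first, then biotinylated RON2 peptide at 25 nM; detection used donor plus acceptor beads, 10 µg/mL apiece, read by AlphaScreen after 30 min at room temperature.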
An asterisk follows results filed as active; ? = inconclusive; . = not tested or not shown; & = joins results of further samples; [ ] = another dose, or the depositor's remark. Unless noted, calls follow the shape of the dose curve; as a rule, active = well fitted curve in the direction sought with a large enough effect; inconclusive = small, poorly fitted or top-dose-only effect, or another doubt; inactive = no such curve, though single readings can be large; an effect the other way counts as inactive or inconclusive. No enrichment for hits; about 21% have a hit in one of these screens.

Structure	Pf growth 96h	LmPK inh	CHX counter	Shiga toxin inh	TbPYK inhibitor	Pf growth 48h	AMA1 RON2 block
CCn1c(SCC(=O)Nc2ccc3c(c2)OCCO3)nnc1-c1ccccn1	2.1µM*	-4%	2	84	-19%	0%	-16%
O=C(CNS(=O)(=O)c1ccccc1)OCC(=O)c1ccccc1Cl	45%[activator]	4%	0	-8	3%	-21%	-10%
Cc1c(NC(=O)c2csc3c2CCCC3)c(=O)n(-c2ccccc2)n1C	-1%	0%	-4	-3	4%	6%	7%
CCc1cccc(Nc2c3c(nc4ncnn24)CCC3)c1	4%	6%	5	-10	-5%	?	89%[activator]
Cc1ccc2c(CC(=O)NNC(=O)c3ccncc3)coc2c1	35%[activator]	.	.	.	2%	1%	75%[activator]
CCc1cc(=O)oc2c3c(cc(OCC(=O)NCCC(=O)O)c12)OC(C)(C)CC3	?	2%	-3	-11	3%	-19%	3%
COc1ccccc1CNC(=O)C1CCC(CNc2c(N3CCCCC3)c(=O)c2=O)CC1 (configuration not stated)	?	-1%	-1	23	2%	?	11%
O=C(CCC1CCN(Cc2ccc(C#CCCO)cc2)CC1)NC1CC1	29%	2%	1	-4	6%	12%	10%
Cc1oc(-c2ccccc2F)nc1CS(=O)(=O)CC(=O)N1CCCCCC1	?	-5%	-2	18	4%	9%	-1%
CCCc1ccc(OCC(O)CN2CCc3ccccc3C2)cc1 (configuration not stated)	-30%	1%	0	1	-1%	34%[activator]	-2%
Cc1cccn2c(=O)nc(SCC(=O)N3CCCCCC3)nc12	8%	.	.	.	6%	7%	4%
COc1cccc(C(=O)/C=C/Nc2ccc(S(=O)(=O)Nc3cnc4ccccc4n3)cc2)c1	3%	-1%	69*	98*	-6%	36%[activator]	-3%
COc1ccc(N2CCN(CCCNC(=O)CN3C(=O)COc4ccccc43)CC2)cc1	72%[activator]	2%	7	-5	2%	?	-8%
O=S(=O)(NCC1(N2CCOCC2)CCCCC1)c1ccc(F)c(F)c1F	-10%	.	.	.	-2%	?	9%
COc1cc(C(=O)Oc2cc(C)cc(C)c2)cc(OC)c1OC	-15%	1%	1	-2	-3%	15µM*	8%
COc1ccc(NC(=O)CSc2nc(N)cc(N)n2)cc1S(=O)(=O)N1CCCCC1	?	.	.	.	0%	?	48%[activator]
CCOC(=O)N1CCN(c2nc3ccc(C)cc3n3cnnc23)CC1	?	1%	-2	-16	-4%	32%[activator]	17%
O=C(NCC(=O)N(c1ccccc1F)C(C(=O)NC1CCCC1)c1ccncc1)c1ccco1 (configuration not stated)	?	-2%	-6	-4	2%	5%	11%
CC(NCCc1ccc(O)cc1)C(O)c1ccc(O)cc1 (configuration not stated)	1%	-4%	0	-17	-2%	-5%	7%
COc1cccc(NC(=O)COc2ccc(Br)c(C)c2)c1	-6%	-6%	12*	10	-3%	24%	8%
Oc1cccc(/C=N/Nc2cc(N3CCOCC3)nc(N3CCOCC3)n2)c1	-27%	-1%	19*	-2	-7%	-28%	-5%
CSc1nnc(-c2ccccc2)c(=O)[nH]1	.	-11%	-8	-4	1%	7%	2%
Cc1cc(C)cc(NC(=O)CN2CCN(C(=O)C3CCCO3)CC2)c1 (configuration not stated)	43%[activator]	-7%	-2	-12	2%	4%	4%
Cc1ccc2nc(-c3cccnc3)c(NC3CCCC3)n2c1	-5%	0%	2	-12	-13%	?	1%
CC1=NNC(=O)C1CCC(=O)N/N=C/C=C/c1ccccc1 (configuration not stated)	-13%	-8%	1	16	0%	12%	-5%
C=CCn1c(SCC(=O)NCc2ccc3c(c2)OCO3)nnc1C1CCCCC1	-3%	3%	-2	-6	-1%	-5%	8%
Cc1onc(-c2ccccc2)c1C(=O)Nc1ccc(Cl)cn1	64%[activator]	2%	-3	1	-2%	3%	-8%
Cc1ccccc1NC(=O)c1cccc(NC(=O)c2ccco2)c1	?	-1%	7	8	-4%	31%[activator]	11%
COc1cc(/C=N/NC(=S)NC(C)C)ccc1OCC(=O)Nc1c(C)cc(C)cc1C	13µM*	5%	2	18	-16%	12µM*	63%[activator]
CC(=O)N1CCOc2ccc(S(=O)(=O)NCC3CCC(C(=O)Nc4ccc(C)cn4)CC3)cc21 (configuration not stated)	?	-6%	-10	-6	-2%	-16%	2%
C=CCc1cccc2cc(C(=O)NC3CCCCC3)c(=O)oc12	127%[activator]	3%	28	88*	-3%	-1%	5%
O=C(c1cnn2c(C(F)F)cc(-c3ccccc3)nc12)N1CCN2CCCC2C1 (configuration not stated)	.	-3%	-2	-5	1%	?	5%
Cn1c(=NC(=O)c2ccccc2[N+](=O)[O-])sc2cccc(F)c21	236%[activator]	-2%	63*	162*	2%	151%[activator]	-4%
Cc1cc(C)c(C#N)c(N2CCCC(C(N)=O)C2)n1 (configuration not stated)	12µM*	5%	-2	-19	0%	-15%	20%
COc1ccc(N(C(=O)CNC(=O)c2ccco2)C(C(=O)NC2CCCCC2)c2ccncc2)cc1 (configuration not stated)	0%	0%	2	2	-1%	1%	-3%
O=C(CNS(=O)(=O)c1ccc(Br)s1)N1CCN(c2ncccn2)CC1	37%[activator]	1%	1	-2	-2%	-8%	12%
O=C(Oc1cccc(C(=S)N2CCOCC2)c1)c1cc([N+](=O)[O-])cc([N+](=O)[O-])c1	5%	4%	-2	-1	-3%	25%	-17%
COC(=O)COc1ccc(C(c2c(C)[nH][nH]c2=O)c2c(C)[nH][nH]c2=O)cc1	-5%	1%	-1	21	-17%	-14%	5%
CCCCN(C)CCNC(=O)c1cc(-c2cccnc2)nc2ccc(S(=O)(=O)N3CCC(C)CC3)cc12	-8%	2%	-13	48	-17%&-6%	?	7%
CCN(CC)c1ccc(-c2nc3cnccn3c2NC2CCCC2)cc1	?	3%	-4	14	-5%	?	-8%
CC1=C(C(=O)Nc2ccccc2)C(c2ccc(C)cc2)N=C(Nc2nc3ccccc3o2)N1 (configuration not stated)	?	0%	-3	-12	1%	?	21%
O=C(CCN1CCCC1Cc1ccccc1)c1ccc2c(c1)OCCO2 (configuration not stated)	?	6%	13	43	-6%	6%	-7%
Cc1ccccc1N(C(=O)c1snc(C(N)=O)c1N)C(C(=O)NC1CCCC1)c1ccco1 (configuration not stated)	339%[activator]	3%	-3	2	3%	?	25%
COc1ccc(-c2nnsc2N2C(=O)c3ccccc3C2=O)cc1	0%	1%	3	-5	6%	44%[activator]	-20%
CCOC(=O)c1c(-c2ccc(C)o2)csc1NC(=O)CN1CCC(C(N)=O)CC1	?	5%	-5	24	-2%	?	-16%
CCc1ccc(NC(=O)c2cnn(-c3ccccc3)c2C)cc1	236%[activator]	-9%	63*	59*	-4%	232%[activator]	-2%
Cc1ccc(CNC(=O)CCNS(=O)(=O)c2cccs2)cc1	3%	-3%	-4	-8	4%	0%	11%
CC(C)c1ccc(NC(=O)/C(C#N)=C/c2ccncc2)cc1	?	-13%	26*	18*	2%	29%	5%
CCC(=Cc1ccc(CC)cn1)CC	?	-3%	-5	-10	-7%	?	15%
COC(=O)c1ccccc1NC(=O)c1ccc2c(c1)OCCCO2	?	-6%	22*	30	0%	-61%	12%
O=C(c1ccc([N+](=O)[O-])cc1)N(Cc1cccs1)C1CCS(=O)(=O)C1 (configuration not stated)	?	4%	5	-13	-4%	3%	-22%
CCCCC(=O)Nc1cccc(NC(=O)C(C)C)c1	.	6%	-3	-9	0%	11%	7%
CSCCC(NC(=O)C1CCCCC1)c1nc2ccccc2[nH]1 (configuration not stated)	-5%	-1%	-2	-12	0%	-1%	17%
Cc1ccc(S(=O)(=O)NCCc2ccncc2)cc1C	6%	-2%[11.5 µM]	12	-20	0%	35%[activator]	10%
Cc1cc(C)c(NC(=O)CN2C(=O)NC3(CCCCC3)C2=O)c(Cl)c1	13µM*	6%	-3	20	-2%	0%	7%
CCOc1ccc(-c2c(C(=O)N/N=C/c3ccc(OC)cc3)nnn2-c2nonc2N)cc1	2%	4%	-1	-3	4%	-5%	15%
CCOC(=O)c1c(NCc2ccc3c(c2)OCO3)c2ccccc2[nH]c1=O	24%	-4%	19*	10	-1%	-17%	-18%
CC(=O)c1c(C)nn(C(=O)c2cccs2)c1C	7%	6%	0	-5	-4%	.	2%
C(=N\Nc1nc2ccccc2[nH]1)/c1cccc2nccnc12	?	0%	31*	29	-3%	?	17%
NC(=O)c1cc([N+](=O)[O-])cc2c1C=Cc1ccccc1O2	10%	10%	1	3	-27%	-6%	-3%
CC(C)N(C)NC(=S)Nc1ccccc1	45%[activator]	-1%	0	-14	9%	-8%	48%[activator]
Cc1c(Cl)ccc2c1NC(=O)[C@]21[C@@H]2C(=O)N(Cc3ccccc3)C(=O)[C@@H]2[C@@H]2CCCN21	.	0%	-3	-4	1%	?	-18%
CC(C)c1ccc(/C=N/Nc2cc(N3CCOCC3)nc(N3CCOCC3)n2)cc1	-8%	-2%	-3	-7	0%	?	-1%

Profiles as entered above. Values in the order: Pf growth 96h | LmPK inh | CHX counter | Shiga toxin inh | TbPYK inhibitor | Pf growth 48h | AMA1 RON2 block
NC(=O)c1cc([N+](=O)[O-])cc2c1C=Cc1ccccc1O2 as listed: 10% | 10% | 1 | 3 | -27% | -6% | -3%
CCOC(=O)c1c(NCc2ccc3c(c2)OCO3)c2ccccc2[nH]c1=O as listed: 24% | -4% | 19* | 10 | -1% | -17% | -18%
Cc1ccc(S(=O)(=O)NCCc2ccncc2)cc1C as listed: 6% | -2%[11.5 µM] | 12 | -20 | 0% | 35%[activator] | 10%
C(=N\Nc1nc2ccccc2[nH]1)/c1cccc2nccnc12 as listed: ? | 0% | 31* | 29 | -3% | ? | 17%

Source: PubChem
